Screening data (PubChem)
Bim-Bcl-2 = disrupts Bim peptide binding to human Bcl-2; P10415; Bead-based flow cytometry, Bim peptide-Bcl-2 binding; inhibition, % at 10 µM; actives 0.06% (n = 190,000); in the data active means inhibition above about 40%; inconclusive means no clear call, values can overlap the other calls;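 further: 0% = no compound wells with probe peptide and 100% = reference peptide inhibitor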
Target sequence (P10415 whole entry, looked up): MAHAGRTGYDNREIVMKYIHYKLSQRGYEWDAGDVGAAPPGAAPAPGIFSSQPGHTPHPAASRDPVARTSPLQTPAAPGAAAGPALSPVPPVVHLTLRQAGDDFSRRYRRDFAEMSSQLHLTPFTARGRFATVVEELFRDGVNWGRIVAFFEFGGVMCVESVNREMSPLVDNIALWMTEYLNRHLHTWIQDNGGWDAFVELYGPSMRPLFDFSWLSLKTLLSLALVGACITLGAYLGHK
Mcl-1 Bim block = disrupts Bim peptide binding to human Mcl-1. Q07820. Bead-based flow cytometry, Bim peptide-Mcl-1 binding. inhibition, % at 10 µM. actives 0.1% (n = 190,000). AID 1009;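 further: 0% = no compound tracer wells and 100% = peptide blocker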
Target sequence (Q07820 whole entry, looked up): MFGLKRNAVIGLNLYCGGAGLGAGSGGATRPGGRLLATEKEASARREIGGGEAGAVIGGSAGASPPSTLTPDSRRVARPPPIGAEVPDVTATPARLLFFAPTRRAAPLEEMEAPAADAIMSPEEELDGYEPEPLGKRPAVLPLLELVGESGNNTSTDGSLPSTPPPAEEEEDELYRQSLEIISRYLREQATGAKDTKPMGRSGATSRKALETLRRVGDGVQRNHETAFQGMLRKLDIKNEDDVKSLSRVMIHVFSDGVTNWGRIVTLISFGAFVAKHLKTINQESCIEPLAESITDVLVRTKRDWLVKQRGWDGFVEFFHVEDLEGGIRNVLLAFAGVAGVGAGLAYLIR
Bim-Bfl-1 = human Bim-Bfl-1 interaction inhibition. Bead-based flow cytometry, Bim-Bfl-1 binding inhibition. inhibition, % at 10 µM. actives 0.12% (n = 190,000). AID 1008;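 further: 0% = wells without compound plus tracer and 100% = blocker peptide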
Bcl-XL Bim block = human Bim-Bcl-XL interaction inhibition; actives 0.04% (n = 190,000); inhibition, % at 10 µM; Bim peptide-Bcl-XL binding, bead flow cytometry, fluorescence
RGS4-Gao reg = human RGS4-Galphao interaction regulation | actives 0.33% (n = 220,000) | binding response (% of control), % at 10 µM | Multiplexed bead flow cytometry, RGS4-Galphao binding; actives lie on both sides; in the data active means binding response below about 49% or above about 150%; inactive means in between;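 further: fluorescent Galphao activated with aluminum fluoride binding bead-coupled RGS4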
GSH fluor = compound fluoresces at 488/530 nm on GSH beads; GSH beads flow cytometry, compound fluorescence 488/530 nm; active compounds read high; fluorescence (KMESF) at 10 µM; AID 1776; actives 0.25% (n = 190,000); in the data active means fluorescence above about 89;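 further: glutathione beads carrying GST-tagged Bcl family fusion proteins plus one bare bead set; values are compound well signal with DMSO vehicle wells as background; inactives centre near 16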
RGS7-Gao reg = regulators of human RGS7-Galphao interaction | binding response (% of control), % at 10 µM | Multiplexed bead flow cytometry, RGS7-Galphao binding; actives lie on both sides | P09471 | AID 1439 | actives 0.35% (n = 220,000); in the data active means binding response below about 49% or above about 150%; inconclusive means no clear call, values can overlap the other calls; inactive means in between;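 further: fluorescent Galphao held in activated GDP-AlF4 state binding bead-coupled RGS7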
RGS8-Gao = human RGS8-Galphao interaction regulation; multiplexed bead flow cytometry, RGS8-Galphao binding; actives lie on both sides; response (percent of control binding), % at 10 µM; actives 0.34% (n = 220,000); in the data active means response below about 60% or above about 140%; inactive means in between;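 further: Galphao activated as the GDP aluminium fluoride complex binding bead-coupled RGS8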
Bim-Bcl-B = disrupts Bim peptide binding to human Bcl-B; Q9HD36; bead-based flow cytometry; inhibition, % at 10 µM; actives 0.073% (n = 190,000);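 further: 0% = tracer peptide without compound and 100% = reference inhibitor peptide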
Target sequence (Q9HD36 whole entry, looked up): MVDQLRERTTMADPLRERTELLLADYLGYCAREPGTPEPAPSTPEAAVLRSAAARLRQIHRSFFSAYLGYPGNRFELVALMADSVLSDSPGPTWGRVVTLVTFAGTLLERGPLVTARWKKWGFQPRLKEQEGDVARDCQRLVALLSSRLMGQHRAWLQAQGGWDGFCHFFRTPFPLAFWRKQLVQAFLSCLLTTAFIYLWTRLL
Mcl1-Bid inh = disrupts binding of human Mcl-1 to Bid peptide | inhibition, % at 21.7 µM | Q07820 | TR-FRET Mcl-1/Bid-Dy647 peptide binding, 1536-well | actives 0.97% (n = 220,000);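 active means compounds that cut the binding signal by more than half at the single screening dose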;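 further: His-tagged Mcl-1 with europium anti-His antibody binding Bid BH3 peptide; 0% = Mcl-1 plus peptide wells and 100% = peptide-only wells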
Bcl-W Bim block = inhibitors of Bim-Bcl-W interaction, human | Q92843 | bead-based flow cytometry, Bim peptide-Bcl-W binding | inhibition, % at 10 µM | actives 0.02% (n = 190,000);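 further: 0% = bound tracer without compound and 100% = peptide blocker; higher means less fluorescent Bim peptide bound to Bcl-W beads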
Target sequence (Q92843 whole entry, looked up): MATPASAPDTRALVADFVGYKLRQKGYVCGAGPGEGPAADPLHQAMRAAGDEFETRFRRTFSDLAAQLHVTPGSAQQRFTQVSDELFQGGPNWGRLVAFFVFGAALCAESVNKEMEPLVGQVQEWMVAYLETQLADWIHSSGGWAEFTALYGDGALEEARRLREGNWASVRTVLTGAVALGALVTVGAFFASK
An asterisk follows results filed as active; u = inconclusive; x = no result given. Unless noted, no stated cut-off is given here; in the data, active means inhibition above about 40%. No enrichment for hits; about 1.8% have a hit in one of these screens.

SMILES	Bim-Bcl-2	Mcl-1 Bim block	Bim-Bfl-1	Bcl-XL Bim block	RGS4-Gao reg	GSH fluor	RGS7-Gao reg	RGS8-Gao	Bim-Bcl-B	Mcl1-Bid inh	Bcl-W Bim block
O=C(NCc1nnc(SCC(=O)N2CCOCC2)o1)c1c(F)cccc1Cl	1	3	-2	1	96	13	95	98	-3	77*	0
Nc1nc2n(n1)C(c1cccs1)CC(c1ccc(Br)cc1)N2 (stereo not drawn)	2	0	-2	-1	97	51	97	101	0	-30	0
Cc1onc(-c2ccccc2)c1C(=O)Nc1ccnn1C1CCCCC1	-8	-5	-14	-6	101	25	102	97	-11	-10	0
Cc1nc2cc(C(F)(F)F)ccc2n1C	-2	-1	-3	-2	101	10	102	103	-1	-15	-3
CC1CN(C(=O)COC(=O)c2cc(Cl)ccc2Cl)CC(C)O1 (stereo not drawn)	-3	0	-6	-3	97	14	u	99	0	-17	0
Cc1ccc(S(C)(=O)=O)cc1S(=O)(=O)Nc1ccccc1	-1	-4	0	-3	102	4	103	104	-5	-2	-1
CC1CC(=O)N(c2ccc(NCCc3ccccc3)c([N+](=O)[O-])c2)C1=O (stereo not drawn)	-8	-1	-8	-5	101	17	110	97	-2	-10	0
CNc1nc(-c2ccccc2)nc(-c2ccc(OC)cc2)c1C#N	-1	0	-3	-2	100	14	u	102	0	-4	-1
Cc1ccccc1N(CC(=O)N/N=C/c1ccccc1Cl)C(=O)c1ccccc1	-4	4	-2	0	92	15	97	95	-4	-1	5
COc1cccc(NC(=O)N(Cc2ccco2)C(C)c2cccs2)c1 (stereo not drawn)	-6	-7	-4	-4	101	13	100	101	-3	-32	-4
COc1ccccc1NS(=O)(=O)c1cccc(C(=O)NN=C2CCCCCC2)c1	-2	-1	-4	-1	100	6	99	102	-2	-32	-3
COc1ccc(NC(=S)NNC(=O)COc2ccc(Cl)cc2Cl)cc1	-2	-9	-6	-10	101	20	102	103	-5	-66	-8
COc1cc2[nH]cc(C(=O)NCCc3ccccc3)c(=O)c2cc1OC	3	0	-4	-1	98	12	97	97	0	-13	0
CC1=CCC(/C=N\Nc2nnc3c(n2)[nH]c2ccccc23)CC1 (stereo not drawn)	-6	-1	-5	-6	84	15	82	81	-3	-22	-8
O=C(N/C(C(=O)N1CCOCC1)=C(\Sc1ncccn1)c1ccccc1)c1ccccc1	-7	-7	-12	-5	104	12	102	101	-15	-31	-4
CCn1ccc(C(=O)NC2C(=O)N3C(C(=O)O)=C(C)CSC23)n1 (stereo not drawn)	0	3	3	1	101	9	112	99	-7	-5	4
O=C(NCc1ccccc1)c1cccc(COc2cccc(Cl)c2)c1	-8	1	0	0	101	8	99	100	0	17	-1
O=C1CC(c2cccs2)Cc2nc(NCC3CCCO3)ncc21 (stereo not drawn)	-4	2	-11	0	99	6	97	99	-1	-2	1
O=C(OCc1csc(-c2ccccc2)n1)c1ccc(O)cc1	-2	0	-3	-2	104	11	99	102	1	-4	-2
COc1ccc(-c2nc3c4ccccc4ccn3c2CN2CCCCC2)cc1	0	-1	-5	-1	99	12	96	102	-5	-22	0
COc1ccc(N(CC(=O)NCc2ccc(C)cc2)S(=O)(=O)c2ccccc2[N+](=O)[O-])c(OC)c1	-4	-8	0	-6	97	18	94	100	-4	12	1
CCN(CC)C(=O)c1sc(N)c(C(=O)OC(C)C)c1C	3	-1	4	-3	104	12	104	104	-5	-28	-1
Cc1coc(C)c1C(=O)CC1(O)C(=O)N(CCc2ccccc2)c2ccccc21 (stereo not drawn)	0	-4	0	0	99	18	100	97	0	5	-1
CC(C)N(Cc1nc(-c2ccc(Cl)cc2)no1)C(=O)CCCN1C(=O)c2ccccc2C1=O	-10	-6	-13	-10	101	14	101	98	-14	2	-5
COc1ccc(C(=O)N2CCN(S(=O)(=O)c3ccc(C)cc3C)CC2)cc1OC	-2	0	-9	-2	99	12	99	100	-3	-4	-1
Cn1c(=O)c2c(nc(SCC(=O)NCc3ccc4c(c3)OCO4)n2Cc2ccc(F)cc2)n(C)c1=O	5	-2	2	-2	x	19	x	x	-1	-14	-4
Cc1nnnn1CC(=O)Nc1cccc([N+](=O)[O-])c1	-3	0	-7	-2	101	13	u	100	-6	2	-3
COCCSc1nnc(NC(=O)C2CCCCC2)s1	-5	-4	-4	-7	107	27	109	128	-2	1	-7
CC1(C)CC(=O)C2=C(C1)NC(Nc1nc3ccccc3o1)=NC21CCCC1	-2	0	0	-3	94	24	95	99	-3	-10	-1
COC(=O)c1cc(Br)c(=O)n(Cc2ccncc2)c1	-9	-4	-11	-6	97	63	95	100	-8	7	0
COc1ccc(N2CCN(C(c3cc4ccc(C)cc4[nH]c3=O)c3nnnn3C3CCCC3)CC2)cc1 (stereo not drawn)	-2	-1	-2	0	103	5	101	100	1	-68	0
Cc1ccc(S(=O)(=O)Cn2cnnn2)cc1	0	2	-1	-2	100	14	95	98	-1	-28	0
COc1ccc(Nc2nc(C)nc3sc4c(c23)CCC4)cc1O	-1	3	-4	1	103	9	103	104	1	-26	2
CCOC(=O)CNC(=O)c1ccc(Cl)s1	0	0	-3	0	104	19	u	102	-1	-36	-1
CC(=O)c1c(N2CCOCC2)nc(=S)n(-c2cc(C)ccc2C)c1C	-8	4	-11	-1	95	24	95	102	-4	-11	0
Cc1cccc(NC(=O)c2c([N+](=O)[O-])c(C(C)(C)C)nn2C)c1	-7	-5	-1	-6	111	11	112	107	-7	0	-4
O=C(Cn1c(=O)n(CC(=O)NCc2ccccc2)c2ccccc21)NCc1ccccc1	-2	0	-4	-2	100	28	98	102	-2	-11	-3
CC(C)N=C1SC(CC(=O)Nc2ccccc2)C(=O)N1C(C)C (stereo not drawn)	-3	-1	-5	-7	101	11	104	100	-4	-28	-1
O=C(O)CCCCCNS(=O)(=O)c1ccc2c(c1)OCCO2	-6	-2	-8	0	107	11	103	106	0	2	-3
Cc1cccc(N2CCN(C(=O)COc3cc(=O)n(C)c4ccccc34)CC2)c1C	-1	-1	-2	0	98	31	97	99	1	-4	0
COc1ccccc1NC(=O)CNS(=O)(=O)c1ccccc1	3	-1	2	0	99	51	100	103	1	1	-1
O=c1c(-c2ccco2)[n+]([O-])c2ccccc2n1OCc1ccccc1[N+](=O)[O-]	2	4	19	0	100	15	u	97	-6	-6	5
Cc1cc(C)nc(/N=C(\N)Nc2ccccc2-c2ccccc2)n1	-2	-1	-6	-4	101	26	107	102	-6	-26	-4
COc1ccccc1CNC(=O)[C@@H]1CCCN1S(=O)(=O)c1ccc(C)cc1	-2	0	-6	0	100	13	u	103	-3	-28	-3
CCc1ccccc1N1CCN(S(=O)(=O)c2ccc(F)c(C)c2)CC1	-6	2	-9	-2	103	12	114	101	-4	-5	3
CCOC(=O)c1c(NC(=O)CSc2nnc(C)s2)sc2c1CCN(C)C2	-1	0	-3	2	100	25	100	102	8	18	8
O=C(Nc1c2c(nc3ccccc13)CCCC2)c1cccc([N+](=O)[O-])c1	2	-3	0	-4	102	10	97	99	-3	-1	0
CCCNC(=O)Nc1ccc2c(c1)nc(C)n2C	0	14	2	0	103	19	104	110	0	1	-1
c1ccc(-c2[nH]ncc2-c2nc3ccccc3[nH]2)cc1	-2	-2	0	-3	102	22	99	104	-1	5	-3
COc1ccc(N(Cc2ccccc2)C(=O)c2ccccc2[N+](=O)[O-])cc1	-7	-4	-3	-4	94	48	99	99	-4	-12	0
COc1ccc(CCn2c(-c3ccc(Cl)cc3)n[nH]c2=S)cc1OC	-2	-3	0	-3	93	12	101	99	-10	-69	-3
Cn1c(=O)c2c(SCc3cccc(C(F)(F)F)c3)nc(-c3ccco3)nc2n(C)c1=O	-4	-3	-16	-10	98	25	96	98	-6	-3	0
Cc1cc(Nc2ccc(Br)c(C)c2)n2nc(C)nc2n1	-7	0	-10	0	102	24	102	101	-6	-19	0
Cc1cc(N2CCCC2=O)cc(C)c1S(=O)(=O)Nc1c(C)nn(C)c1C	-2	-4	-2	-4	102	62	105	101	-5	-2	-1
O=C(Nc1ccccc1)Nc1nccs1	-3	-2	-2	-2	98	14	97	103	-4	-13	-2
Cc1ccccc1NC(=S)NNC(=O)c1cccnc1	2	-4	4	-4	103	10	110	98	-14	-14	-2
CCc1nc2c(c(=O)[nH]1)C1(CCCC1)Cc1ccccc1-2	-3	3	-11	0	100	4	98	100	-4	-5	-1
O=C1CCC(=O)N1OCCCOc1ccc(Br)cc1Cl	-13	-3	-17	-5	104	22	103	101	-4	-6	1
O=C(CSc1nnc(NC(=O)Cc2ccc(F)cc2)s1)NCc1ccco1	-2	-4	-2	-1	99	22	102	102	-3	-19	-3
Cc1cccc(C(=O)NCCN2CCOCC2)c1[N+](=O)[O-]	-1	-2	0	-2	99	5	98	100	0	-26	-2
More structures.
SMILES	Bim-Bcl-2	Mcl-1 Bim block	Bim-Bfl-1	Bcl-XL Bim block	RGS4-Gao reg	GSH fluor	RGS7-Gao reg	RGS8-Gao	Bim-Bcl-B	Mcl1-Bid inh	Bcl-W Bim block
C=CCSc1nsc(N)n1	-5	-1	-5	-7	100	5	100	98	-1	-25	-4
CCc1c(C)nc2ncnn2c1N1CCC(C(=O)Nc2cccc(C(C)=O)c2)CC1	-6	-2	-9	1	96	37	100	99	-4	-8	3
O=c1[nH]c(CSc2nc3ccccc3[nH]2)nc2c1cnn2-c1ccccc1	-5	-4	-3	-8	97	9	95	99	-4	-28	-3
C=CCn1c(SCC(=O)N(C)C2CCS(=O)(=O)C2)nnc1-c1ccncc1 (stereo not drawn)	-4	-2	0	-3	99	15	101	100	-3	-10	-2
Cc1ccc(C(=O)Nc2ccc(Oc3ccc(C(=O)O)c(C(=O)O)c3)cc2)cc1C	-3	2	-9	0	88	47	93	99	-3	5	1
O=C(Nc1ccc(F)c(Cl)c1)Nc1cnccn1	-1	0	-5	0	99	28	101	102	-2	-10	0
CC(C)c1nc(N2CCOCC2)c(C#N)c2c1COC(C)(C)C2	-2	-4	-2	-2	96	16	94	100	-1	6	-4
O=c1c2ccccc2oc2nc(-c3ccco3)n(-c3ccccc3)c(=O)c12	-6	-4	-9	-8	102	10	102	104	-8	-5	-8
COc1ccc(Nc2nc(CC(C)=O)ns2)cc1	2	-1	0	-4	100	26	101	103	-1	-8	0
CCOC(=O)c1ccc(NC(=O)Nc2cc(C)cc(C)n2)cc1	0	0	-1	-2	100	13	104	101	-3	-28	-3
O=C(NCc1ccco1)C1CCCN1C(=O)Nc1ccccc1Cl (stereo not drawn)	-4	-1	-2	-2	101	14	100	101	-4	-12	-3
